MITF primary = MITF inhibitors, primary screen, biochemical, AlphaScreen, human; inhibition, % at 2.6 µM; AlphaScreen MITF homodimerization, bead proximity signal; AID 1259374, 2018; 0.91% of 650,000 active; in the data active means inhibition above about 50%;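 further: 0% = vehicle wells with protein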
Target sequence (O75030 whole entry, looked up): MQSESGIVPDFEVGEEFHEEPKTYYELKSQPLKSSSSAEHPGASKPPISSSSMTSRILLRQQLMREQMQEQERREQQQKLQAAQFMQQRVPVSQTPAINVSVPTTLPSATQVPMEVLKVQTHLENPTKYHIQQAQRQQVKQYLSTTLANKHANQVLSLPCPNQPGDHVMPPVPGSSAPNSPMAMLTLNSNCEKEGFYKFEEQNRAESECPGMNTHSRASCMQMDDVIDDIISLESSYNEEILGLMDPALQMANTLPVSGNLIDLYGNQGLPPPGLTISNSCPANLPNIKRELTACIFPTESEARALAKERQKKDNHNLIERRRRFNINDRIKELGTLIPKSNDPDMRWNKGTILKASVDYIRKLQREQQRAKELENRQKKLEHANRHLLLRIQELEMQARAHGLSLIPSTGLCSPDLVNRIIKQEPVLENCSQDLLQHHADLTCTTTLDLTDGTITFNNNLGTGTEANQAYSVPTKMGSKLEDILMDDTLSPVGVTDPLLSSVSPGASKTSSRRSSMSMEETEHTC
TEAD-YAP inh = TEAD-YAP interaction inhibition, primary screen, TEAD-YAP interaction inhibitor project, luminescence, HEK-TIYL cells; TEAD-Gal4/YAP UAS-luciferase luminescence; inhibition, % at 9.12 µM; 1.4% of 640,000 active; AID 1259422, 2018; in the data active means inhibition above about 32%;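 further: 0% = median of test compound wells and 100% = reference inhibitor wells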
FBW7 act = FBW7 E3 ligase activators, primary screen, biochemical, AlphaScreen, human | F-box/WD repeat-containing protein 7 (Homo sapiens), Q969H0 | 0.13% of 650,000 active | AlphaScreen FBW7–phospho-cyclin E peptide binding, activator screen | normalized activity (activation), % at 26.1 µM; in the data active means normalized activity above about 1.9%;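 further: purified mutant Fbw7 with reduced substrate affinity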
GPR151 activ = activators of human GPR151, primary screen, cell-based, PathHunter beta-arrestin, luminescence; activation, % at 11.2 µM; 1% of 650,000 active; AID 1508602, 2020; PathHunter beta-arrestin GPR151 cells; G-protein coupled receptor 151 (Homo sapiens), Q8TDV0; in the data active means activation above about 4.9%;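 further: 0% = median of compound wells and 100% = cells with positive control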
Target sequence (Q8TDV0 whole entry, looked up): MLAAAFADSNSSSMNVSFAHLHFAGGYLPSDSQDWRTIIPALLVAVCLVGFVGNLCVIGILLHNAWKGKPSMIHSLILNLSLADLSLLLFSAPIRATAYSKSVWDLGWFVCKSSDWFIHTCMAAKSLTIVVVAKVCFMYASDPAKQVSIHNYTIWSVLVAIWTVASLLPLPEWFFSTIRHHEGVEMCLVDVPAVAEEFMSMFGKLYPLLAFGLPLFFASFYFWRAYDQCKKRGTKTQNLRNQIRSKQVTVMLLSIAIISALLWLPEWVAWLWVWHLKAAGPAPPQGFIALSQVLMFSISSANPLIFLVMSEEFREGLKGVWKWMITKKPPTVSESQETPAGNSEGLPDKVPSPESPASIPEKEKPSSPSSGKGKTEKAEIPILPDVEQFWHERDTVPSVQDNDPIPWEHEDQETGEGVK
* = called active by the depositor; & = joins results of further samples. This is a random part of the collection, and some 3.4% of all compounds hit somewhere here.

SMILES	MITF primary	TEAD-YAP inh	FBW7 act	GPR151 activ
CN(C)c1ccc(NC(=O)CSc2nnc(NC(=O)C(C)(C)C)s2)cc1	-1.6	-4.5	-0.1	0.5
COc1cc(OC)c(C2Nc3ccccc3-c3nnc(SC)nc3O2)c(OC)c1 (stereo unspecified)	20.3	-2.3	0.1	0.0
O=C(c1cccc(OC2CCN(Cc3ccc(F)cc3)CC2)c1)N1CCCC1	-17.4	-13.2	0.0	-0.6
COc1ccc(C2C(C(=O)N3CCN(c4ccccn4)CC3)c3ccccc3C(=O)N2C)cc1OC (stereo unspecified)	0.8	8.6	0.0	0.6
CC(=O)Nc1n[nH]c(S(C)(=O)=O)n1	14.4	-3.2	0.7	1.1
CCN(CC)CCn1c(NCc2cc(OC)ccc2OC)nc2ccccc21	8.1	3.9	-0.1	1.5
CCCOc1cccc(C(=O)N2N=C(C)CC2(O)C(F)(F)F)c1 (stereo unspecified)	13.8	-7.3	-0.1	-1.7
CCOC(=O)c1sc2nc(SCc3ccccc3Cl)n(Cc3ccccc3OC)c(=O)c2c1C	1.3	17.5	0.1	-0.1
O=C(N=C1N=C2C=CC=CN2Cc2ccccc21)c1ccccc1Br	-0.7	-34.0	-0.2	-3.1
COc1cccc(CC2(CO)CCN(S(=O)(=O)c3ccc(OC)cc3OC)CC2)c1	-5.7	-12.2	0.0	-1.3
CCSc1nc2c(c(=O)[nH]1)C(c1ccc(Cl)cc1)C1=C(CCCC1=O)N2 (stereo unspecified)	4.1	-1.7	1.1	-1.2
O=C(Nc1ccccc1-c1nc2ccccc2[nH]1)c1ccccc1[N+](=O)[O-]	6.1	7.1	0.1	-0.1
NC(=O)c1c(NC(=O)c2cc3ccccc3o2)sc2c1CCCCC2	-3.6	42.1*	0.0	-0.2
Cc1c(/C=N/c2nc(-c3ccccc3)cs2)c(O)n(Cc2ccccc2)c(=O)c1C#N	2.9	-15.3	0.0	0.1
CC(=O)c1ccc(OCc2cc(C(=O)NCc3cccc(-n4cccn4)c3)no2)cc1	3.0	-59.7	-0.1	-0.5
COc1cccc(/C=C2\NC(=O)N(Cc3ccccc3F)C2=O)c1O	5.8	-9.1	-0.1	-0.2
O=C1NC(=O)C2(CCN(C(=O)C3CC3)CC2)C1c1ccc(F)cc1 (stereo unspecified)	3.0	-7.5	-0.1	4.6
CCOC(=O)c1ccc(NC(=O)C/C(C)=N/NC(N)=S)cc1	0.4	-12.3	-0.4	-0.4
CC1CCCN(CCCOc2ccc([N+](=O)[O-])cc2)C1 (stereo unspecified)	16.7	0.4	-0.1	-0.4
CCOC(=O)C1=C(C)NC(=O)NC1c1cc2cccc(C)c2[nH]c1=O (stereo unspecified)	-9.1	7.0	-0.1	0.4
CC(C)OC(=O)c1ccc(NC(=O)COc2ccc([N+](=O)[O-])cc2)cc1	10.0	-5.1	-0.1	-0.1
CCC(C)NCC(=O)Nc1cc(C(F)(F)F)cc(NC(=O)CNC(C)CC)c1Cl (stereo unspecified)	-0.4	0.3	-0.1	0.7
COc1ccc(CN2CCCCCC2)cc1O	22.2	0.3	-0.2	0.2
CCOc1cc(C=C2C(=O)N(C)C(=S)N(C)C2=O)cc(Br)c1OC(C)C	1.9	0.8	-0.1	-1.0
Cc1nc(N2CCCC2C(=O)NC2CCOC(C)(C)C2)nc2cc(S(C)(=O)=O)ccc12 (stereo unspecified)	-14.4	-4.4	0.0	1.7

Going on with the list:
SMILES	MITF primary	TEAD-YAP inh	FBW7 act	GPR151 activ
O=[N+]([O-])c1ccccc1SN1CCc2ccccc2C1	24.5	12.2	-0.3	-0.7
CCOC(=O)c1cc(C=O)c2sc3ccccc3n12	-6.9	5.4	-0.1	0.4
CCOC(=O)c1c(C)[nH]c(C(=O)CSc2cc(C)c3ccc(OC)cc3n2)c1C	-3.0	-2.1	-0.1	0.6
COc1ccc(Cl)cc1NC(=O)C(=O)N/N=C/c1ccccc1C(=O)O	14.8	-1.2	0.0	-1.7
CC1CCCC(C)N1c1nnc(N)s1 (stereo unspecified)	11.1	0.4	0.1	-0.4
CCC(CC)NC(=O)C(C)Oc1ccccc1 (stereo unspecified)	13.4	6.3	-0.1	-0.9
O=C(Nc1nc2ccc([N+](=O)[O-])cc2s1)c1cccc(Cl)c1	6.6	-3.8	0.2	-0.4
Cc1cc(C)c(C#N)c(SC/C=C/CSc2nc(C)cc(C)c2C#N)n1	-19.1	-8.2	-0.2	-0.9
Cc1c(C#N)c2ccccn2c1C(=O)c1ccc(S(=O)(=O)N(C)C)cc1	-5.8	1.6	-0.2	-1.4
CCOc1cc(C(=S)N2CCN(C)CC2)ccc1OCC(=O)N1CCCC1	25.3	0.8	0.3	2.3
Cc1nc(C)c(C(=O)NC2(c3ccc4c(c3)OCO4)CCCC2)s1	10.1	0.8	0.0	0.3
N#C/C(=C(/O)COC(=O)Cc1c[nH]c2ccccc12)c1nc2ccccc2[nH]1	-2.9	-2.8	-0.3	0.8
COc1ccc(CCN2C(=O)CC(Cc3cc(C)cc(C)c3)C2=O)cc1OC (stereo unspecified)	19.4	-24.9	0.0	-0.9
O=C(O)Cc1nc2ccc(Cl)cc2[nH]1	-11.3	4.6	0.0	-1.7
O=C(NCC1CCCO1)/C(=C\c1ccco1)NC(=O)c1ccccc1 (stereo unspecified)	5.7	4.1	0.0	-0.9
Cc1ccc(Sc2cc(C(=O)NCCC3=CCCCC3)c3ccccc3n2)cc1	16.1	3.2	0.0	1.4
COc1ccc(S(=O)(=O)Oc2ccc(Cl)cc2NC(C)=O)cc1	8.6	4.7	0.1	-1.6
O=C1C2C3C=CC(C3)C2C(=O)N1c1cc(F)ccc1F (stereo unspecified)	8.7	1.9	0.1	0.4
COc1ccc(S(=O)(=O)N2CCN(Cc3ccccc3[N+](=O)[O-])CC2)cc1	51.4*	-1.7	-0.1	-0.3
CCC(C)(C)NC(=O)CN(C(=O)CCC(=O)Nc1nccs1)c1ccc(C)c(C)c1	-2.5	-2.5	-0.1	-0.8
O=C1CC[C@@H](CN(Cc2ccccc2)C(=O)c2cc(Cc3ccc4c(c3)OCO4)no2)N1	15.9	-6.8	0.3	-0.9
Cc1ccc(Nc2nc(-c3cccs3)cs2)cc1	8.2	64.2*	-0.1	-1.2
C=CCOc1ccc(/C=N/Nc2nc3ccccc3[nH]2)cc1OC	-11.1	-23.9	-0.1	-0.7
O=C(CN1C(=O)NC2(CCCC2)C1=O)Nc1ccc(S(=O)(=O)NCc2ccco2)cc1	-3.4	1.1	0.1	0.1
CCOC(=O)c1ccc(N=C2SC(C(=O)Nc3cccc(OCC)c3)CC(=O)N2C)cc1 (stereo unspecified)	7.0	-15.5	0.4	0.0

Five of the compounds above, with values under each structure:
Results follow in this order: MITF primary | TEAD-YAP inh | FBW7 act | GPR151 activ
Cc1c(C#N)c2ccccn2c1C(=O)c1ccc(S(=O)(=O)N(C)C)cc1
 : -5.8 | 1.6 | -0.2 | -1.4
CCOc1cc(C(=S)N2CCN(C)CC2)ccc1OCC(=O)N1CCCC1
 : 25.3 | 0.8 | 0.3 | 2.3
Cc1nc(C)c(C(=O)NC2(c3ccc4c(c3)OCO4)CCCC2)s1
 : 10.1 | 0.8 | 0.0 | 0.3
N#C/C(=C(/O)COC(=O)Cc1c[nH]c2ccccc12)c1nc2ccccc2[nH]1
 : -2.9 | -2.8 | -0.3 | 0.8
COc1ccc(CCN2C(=O)CC(Cc3cc(C)cc(C)c3)C2=O)cc1OC (stereo unspecified)
 : 19.4 | -24.9 | 0.0 | -0.9

Remaining list, next part.
SMILES	MITF primary	TEAD-YAP inh	FBW7 act	GPR151 activ
O=C(O)CCC(=O)Nc1ccc(-c2nc3ccc(NC(=O)CCC(=O)O)cc3o2)cc1	2.8	2.5	-0.1	0.0
C#CCOC(=O)c1ccccc1C(=O)NC(CCCC)C(=O)O (stereo unspecified)	7.9	-0.2	0.1	-1.3
CC(=O)c1c(C(=O)O)cccc1C(=O)O	14.6	0.8	0.1	0.1
CC1CCCN(c2nc3c(c(=O)n(C)c(=O)n3C)n2CCSc2ncccn2)C1 (stereo unspecified)	7.5	-1.8	0.0	-0.5
COCCCNC(=O)CC1Oc2ccc(C)cc2NC1=O (stereo unspecified)	10.0	6.1	-0.1	1.0
Cc1ccc(N=C(NOCc2ccc([N+](=O)[O-])cc2)c2nonc2N)cc1	14.5&9.8	-2.4&13.7	-0.1&0.7	0.3&3.1
N#C/C(=C/c1ccc(Br)o1)c1nc2ccccc2[nH]1	18.6	-45.1	1.0	-1.1
CN(C)C(=O)N1CCN(Cc2ccc3c(c2)OCO3)CC1	11.7	3.8	0.0	0.9
CCCN(CCC)S(=O)(=O)c1ccc(C(=O)Nc2nc(CC(=O)OCC)cs2)cc1	19.5	5.5	0.1	0.3
Cc1ccc(OCC(=O)Nc2cc(-c3nc4ncccc4o3)ccc2C)c(C)c1	-1.3	11.5	-0.1	0.7
CCOc1ccc(C(=O)Nc2c3c(nn2-c2cccc(C)c2)CSC3)cc1	12.0	0.1	0.1	0.6
COc1ccnc(Cn2nc3c(C)cc4cc(C)cc(C)c4n3c2=O)c1OC	8.5	6.5	0.0	-1.7
Fc1ccc2nc(N3CCCCC3)sc2c1	-4.7	-59.3	-0.1	-0.6
CCN(CC)c1ccc2nnc(CCC(=O)NCCc3sccc3C)n2n1	4.5	-2.4	-0.2	0.5
CCOC(=O)N1CCC(NC(=O)CSc2nc3ccccc3n2S(=O)(=O)c2ccc(Br)cc2)CC1	10.6	-3.2	0.1	0.0
O=C(O)CCS(=O)(=O)c1ccc(Cl)cc1	0.6	6.7	-0.1	-0.3
O=C(Nc1ccccc1Cl)Nc1ccccc1NC(=O)c1ccccn1	12.9	-9.7	-0.9	-1.7
COC(=O)c1ccccc1N1C(=O)C(Cl)=C(Nc2ccc(O)cc2)C1=O	12.6	-19.0	-0.1	-1.8
O=C(Nc1nnc(SCCN2CCCCC2)s1)C1CCCCC1	17.2	4.8	0.1	0.3
CCCCC(=O)Nc1ccc(N2CCCC2)cc1	-20.3	1.9	-0.1	0.0
CCCCC(=O)Nc1ccc(C(=O)NCCCn2ccnc2)cc1	3.0	-11.8	0.1	-0.1
Cc1nn(C)c(C)c1-c1nc(NCCc2ccc(O)cc2)c2ncn(-c3ccsc3)c2n1	19.6	55.6*	0.1	2.3
Cc1[nH]c(=O)[nH]c(=O)c1S(=O)(=O)N1CCCC(C(=O)Nc2ccc(Cl)cc2)C1 (stereo unspecified)	18.1	-6.1	-0.1	-1.0
COc1cc(C2CC(=O)NC3=C2C(=O)CCC3)c(OC)cc1Br (stereo unspecified)	25.9	-2.0	0.8	0.2
Cc1nc(NS(=O)(=O)c2ccc(Cl)s2)c2c3c(sc2n1)CCCC3	-2.4	1.6	0.0	-0.6

(list continues)
SMILES	MITF primary	TEAD-YAP inh	FBW7 act	GPR151 activ
CSCCC(NC(N)=O)C(=O)NNC(=O)c1ccc(COc2ccccc2)cc1 (stereo unspecified)	7.1	1.9	0.0	-2.3
COc1ccc(CCNc2nc(-c3ccc(OC)nc3)nc3c2ncn3CCN2CCCC2=O)cc1	7.5	23.8	0.1	-1.2
CC(NCC(=O)Nc1ccc(N(C)C)cc1)c1ccccc1 (stereo unspecified)	35.5	-28.4	-0.1	2.2
COC(=O)c1ccc(NC(=O)c2c([N+](=O)[O-])cnn2C)cc1	-4.8	9.5	0.1	-0.6
CN(/N=C1\C(=O)Nc2ccc(Br)cc21)c1cnc2ccccc2n1	-1.0	-22.5	-0.1	1.0
O=C(O)C1CCCN(C(=O)NCc2ccccc2)C1 (stereo unspecified)	2.2	3.8	-0.4	1.3
Cc1cc(C(=O)Nc2cccc(O)c2)c(C)o1	7.1	18.4	-0.3	-1.9
O=c1c(Oc2ccc(Cl)cc2)coc2cc(O)ccc12	12.1	-4.4	0.1	1.6
COc1cc2nc(/C=C\c3cccc(C(F)(F)F)c3)n(-c3ccc(Br)c(C)c3)c(=O)c2cc1OC	-0.2	0.5	-0.1	0.3
CCOC(=O)c1sc(NC(=O)c2ccc(N3CCOCC3)c([N+](=O)[O-])c2)c(C#N)c1C	8.7	2.8	-0.1	-1.1
COc1ccc(NC(=O)Nc2ccc(C(=O)N3CCOCC3)cc2)cc1	10.9	8.9	0.6	0.1
COc1cc2c(cc1OC)C(c1cccc(I)c1)NCC2 (stereo unspecified)	9.6	-6.4	-0.1	-0.6
CCOCCCNC(=O)c1cc(-c2ccc(OC)cc2)nc2ccccc12	13.7	-5.7	0.7	1.1
COc1ccc(C2=NN(C(=O)CSc3nnc(CNC(=O)c4cccc([N+](=O)[O-])c4C)n3C)C(c3cccc(OC)c3OC)C2)cc1 (stereo unspecified)	5.5	3.3	0.1	-0.3
CC(Nc1cc(N2CCCC2)ccc1[N+](=O)[O-])C12CC3CC(CC(C3)C1)C2 (stereo unspecified)	9.0	1.9	0.5	1.4
CCOC(=O)c1ccccc1NC(=O)c1cccc(F)c1	-12.4	-4.3	0.2	0.5
COc1cccc(CN2CCN(Cc3ccccc3F)C(CCO)C2)c1 (stereo unspecified)	7.0	-3.1	0.1	1.5
CCOc1ccc(CCNS(=O)(=O)c2ccc(OC)cc2)cc1OCC	4.8	-2.7	0.0	-1.0
COc1ccc(C2C(C#N)=C(N)SC(N)=C2C#N)c(OC)c1OC	2.5	1.4	-0.3	1.0
COc1ccc(C(=O)NCC(=O)N/N=C/c2cc(OC)c(O)c([N+](=O)[O-])c2)cc1OC	1.6	1.4	-0.1	-0.3
CCCCNC(=O)c1c[nH]c2ccc(S(=O)(=O)N3CCCC(C)C3)cc2c1=O (stereo unspecified)	10.1	4.9	0.0	0.7
